ARFGAP1 inh = rat ARFGAP1 inhibition; 0.26% of 360,000 active; Arfgap1-stimulated ARF1 GTP hydrolysis, GDP FP detection; inhibition, % at 16.5 µM;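 active = inhibition above a per-plate limit, mean inhibition of low control wells plus 3 SD, cut at about 25% in these data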;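 also: 0% = DMSO wells with enzyme and 100% = wells lacking Arfgap1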
Target sequence (Q62848 1-136 limits assumed): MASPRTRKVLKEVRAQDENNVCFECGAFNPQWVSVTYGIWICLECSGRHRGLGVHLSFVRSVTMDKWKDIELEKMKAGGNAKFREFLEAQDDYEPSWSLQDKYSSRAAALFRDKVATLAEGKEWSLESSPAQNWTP
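Repeats: one replicate per compound; assay system: rat Arfgap1 catalytic domain, aa 1-136; times: enzyme reaction 120 min at 25 °C after 20 min preincubation; detection: FP of antibody-bound GDP Alexa 633 tracer, ex 620/em 688 nm; benchmarks: high control wells lacking Arfgap1, low control full reaction with DMSO; reagent: human ARF1(Δ1-17)-GTP substrate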
Tn7 DDE FP = inhibitors of Tn7 peptide binding to human fibrin DD(E); FP displacement of FITC-Tn7 peptide from fibrin DD(E); 0% = median of compound wells per plate; inhibition, % at 8.3 µM; 0.13% of 370,000 active; AID 720508; P02675;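 active = inhibition above the mean of compounds falling within the control limits plus 3 SD of them, cut at about 14% in these data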;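 also: 0% = plate median of compound wells and 100% = 10 µM Aha-Tn7 peptide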
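Also added: labelled Tn7 tracer, 0.1 µM; Assay system: human fibrin DD(E) protein; Amount: 2 µM fibrin DD(E); Schedule: 10 min compound pre-incubation, 3 h probe incubation at room temperature; Repeats: one replicate per compound; Read-out basis: percent inhibition; Measured by: fluorescence polarization of the labelled Tn7 tracer.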
TDP2 absorb = TDP2 (human) inhibition, absorbance primary screen | O95551 | recombinant TDP2, T5PNP hydrolysis, p-nitrophenol absorbance 415 nm | inhibition, % at 12.8 µM | 0.34% of 370,000 active;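 active = inhibition above the mean of all tested compounds plus 3 SD, set per campaign, cut at about 25% in these data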;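 also: 0% = DMSO with enzyme and 100% = buffer with substrate but no TDP2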
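Material: recombinant human TDP2; quantity: TDP2 enzyme at 120 nM final; medium: Tris-HCl pH 7.5 with MgCl2; compound: single concentration, 12.8 µM nominal, with 1% DMSO; incubation: 2 h enzyme incubation at 37 °C; signal: epi absorbance; measure: percent inhibition; benchmarks: high control without enzyme, low control DMSO plus TDP2; repeats: singlicate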
PLC-beta3 inh = inhibitors of human phospholipase C beta3 | Q01970 | Purified PLC-beta3, fluorogenic substrate, fluorescence | inhibition, % at 12.2 µM | 0.18% of 370,000 active | AID 720704; in the data active = inhibition above about 11%;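 also: 0% = median of compound wells on plate and 100% = full blocker control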
PLC-gamma1 inh = inhibitors of human phospholipase C gamma1. inhibition, % at 12.2 µM. P19174. 0.84% of 370,000 active. purified PLC-gamma1, fluorogenic substrate, fluorescence; in the data active = inhibition above about 9.5%
ASAP1 GAP inh = ASAP1 ArfGAP inhibition; Q9ULH1; ASAP1-stimulated ARF1 GTP hydrolysis, GDP FP detection; inhibition, % at 16.5 µM; 0.19% of 360,000 active; in the data active = inhibition above about 25%;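 also: 0% = vehicle with enzyme and substrate and 100% = no enzyme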
SIAE inh = human SIAE inhibition, primary screen | Q9HAT2 | SIAE FP-Rh probe binding, fluorescence polarization | 0.69% of 370,000 active | inhibition, % at 9.66 µM;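 active = inhibition above a cutoff: mean of compounds within the control limits plus 3 SD of those, cut at about 17% in these data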;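 also: 0% = plate median of compound wells and 100% = probe without SIAE protein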
ADAM17 inh = inhibitors of human ADAM17; P78536; AID 720648; inhibition, % at 6.95 µM; recombinant ADAM17, EDANS/DABCYL FRET peptide cleavage; 0.83% of 370,000 active;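 active = inhibition above the mean of compounds lying between control limits plus 3 SD, set per campaign, cut at about 8.5% in these data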;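 also: 0% = DMSO-only wells as the low control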
Target sequence (P78536 215-824 limits assumed): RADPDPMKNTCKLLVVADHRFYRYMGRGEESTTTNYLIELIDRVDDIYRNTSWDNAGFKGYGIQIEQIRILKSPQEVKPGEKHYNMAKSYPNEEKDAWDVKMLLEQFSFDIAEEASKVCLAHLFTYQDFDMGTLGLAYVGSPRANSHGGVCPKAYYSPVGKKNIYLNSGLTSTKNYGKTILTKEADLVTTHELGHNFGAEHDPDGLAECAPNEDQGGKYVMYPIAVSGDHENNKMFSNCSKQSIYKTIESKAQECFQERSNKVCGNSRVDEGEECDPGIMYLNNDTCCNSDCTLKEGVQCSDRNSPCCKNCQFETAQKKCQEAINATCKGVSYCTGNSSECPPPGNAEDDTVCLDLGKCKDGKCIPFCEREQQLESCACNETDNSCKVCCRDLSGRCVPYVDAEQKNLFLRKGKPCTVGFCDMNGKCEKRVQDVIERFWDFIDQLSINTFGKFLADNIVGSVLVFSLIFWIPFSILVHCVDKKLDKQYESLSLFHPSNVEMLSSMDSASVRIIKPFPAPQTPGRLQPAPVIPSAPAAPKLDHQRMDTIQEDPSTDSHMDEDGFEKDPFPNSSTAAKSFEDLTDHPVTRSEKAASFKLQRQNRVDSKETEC
ADAM10 inh = inhibits human ADAM10; inhibition, % at 7 µM; 0.62% of 370,000 active; recombinant ADAM10, EDANS/DABCYL FRET peptide cleavage, 3 h; O14672;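 active = inhibition above a per-campaign cutoff equal to the mean of compounds falling between control-based bounds plus 3 SD, cut at about 20% in these data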;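 also: 0% = DMSO wells while the 100% control is not disclosed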
Tn6 DDE FP = inhibitors of Tn6 peptide binding to human fibrin DD(E); P02675; Fibrin DD(E) TRITC-Tn6 fluorescence polarization displacement; inhibition, % at 8.3 µM; 0.21% of 370,000 active;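 active = inhibition above a per-campaign cutoff: mean of compounds within control limits plus 3 SD, cut at about 15% in these data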;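 also: 0% = median of all compound wells on the plate and 100% = blocking peptide control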
* hit, by the source's call; i = inactive.

1: COc1cc(/C=C/c2noc(-c3ccccc3O)n2)cc(OC)c1OC
2: CC1(C)NC(=O)N(CCCCOc2ccc3ccccc3c2Cl)C1=O
3: Cn1c(SCc2ccccc2[N+](=O)[O-])nnc1-c1cccnc1
4: COc1ccc(OCC(O)CNC(=O)Nc2ccc(Cl)cc2)cc1 (stereo not drawn)
5: CC(=O)N1CCN(c2ccc(NCc3ccco3)cc2)CC1
6: CCc1nnc(NC(=O)CSc2nc(-c3ccccc3)cc(-c3ccc(OC)cc3)c2C#N)s1
7: CSc1nsc(SCC(=O)Nc2ccc(C(N)=O)cc2)n1
8: C=CCN(C(=O)CNC(=O)c1ccco1)C(C(=O)NC1CCCCC1)c1cccnc1 (stereo not drawn)

compound no. | 1 | 2 | 3 | 4 | 5 | 6 | 7 | 8
ARFGAP1 inh | 5 | 16 | -4 | 1 | 4 | -3 | 6 | 3
Tn7 DDE FP | 6 | 3 | 0 | -7 | 6 | -6 | 7 | 1
TDP2 absorb | 6 | -6 | 14 | 0 | 8 | 0 | -5 | -17
PLC-beta3 inh | -6 | -2 | -3 | 0 | -147 | -19 | -6 | -7
PLC-gamma1 inh | 1 | -2 | -2 | -1 | -86 | -18 | 0 | -1
ASAP1 GAP inh | -1 | 1 | 4 | 5 | 10 | -4 | 11 | -15
SIAE inh | 3 | -8 | -4 | 0 | 6 | -3 | -14 | -8
ADAM17 inh | -3 | -2 | -2 | 3 | -40 | -1 | -2 | -1
ADAM10 inh | 3 | -5 | -3 | 9 | -142 | -1 | 1 | -2
Tn6 DDE FP | -3 | 3 | -2 | -2 | 12 | -4 | 7 | 2

3 compounds from above, ordered by the value under TDP2 absorb, high to low:
4: COc1ccc(OCC(O)CNC(=O)Nc2ccc(Cl)cc2)cc1 (stereo not drawn)
2: CC1(C)NC(=O)N(CCCCOc2ccc3ccccc3c2Cl)C1=O
8: C=CCN(C(=O)CNC(=O)c1ccco1)C(C(=O)NC1CCCCC1)c1cccnc1 (stereo not drawn)

compound no. | 4 | 2 | 8
ARFGAP1 inh | 1 | 16 | 3
Tn7 DDE FP | -7 | 3 | 1
TDP2 absorb | 0 | -6 | -17
PLC-beta3 inh | 0 | -2 | -7
PLC-gamma1 inh | -1 | -2 | -1
ASAP1 GAP inh | 5 | 1 | -15
SIAE inh | 0 | -8 | -8
ADAM17 inh | 3 | -2 | -1
ADAM10 inh | 9 | -5 | -2
Tn6 DDE FP | -2 | 3 | 2

Remaining list, next part.
9: O=[N+]([O-])c1ccc(NN=Cc2cccc(O)c2)nc1
10: CC[C@]12c3[nH]c4ccccc4c3CCN1C(=O)C(CC(=O)NCCCN(C)C)C[C@@H]2C(=O)N1CCN(C(=O)c2ccco2)CC1 (stereo partly drawn)
11: N#Cc1nc(-c2cccs2)oc1NCCN1CCOCC1
12: Cc1ccccc1C(=O)OC(C)CN1CCN(C)CC1 (stereo not drawn)
13: CN(CC(O)COc1ccc(S(=O)(=O)N2CCOCC2)cc1Cl)C1CCCCC1 (stereo not drawn)
14: Cc1ccc2c(c1)N(C(=O)CCC(=O)NCCN1CCOCC1)CC(C)O2 (stereo not drawn)
15: CC(C)C(c1nnnn1C1CCCC1)N1CCCCC1 (stereo not drawn)
16: COc1cccc(S(=O)(=O)N2C[C@H](O)COC[C@H]3O[C@@H](CC(=O)N4CCN(C)CC4)CC[C@@H]32)c1

compound no. | 9 | 10 | 11 | 12 | 13 | 14 | 15 | 16
ARFGAP1 inh | 16 | 16 | -7 | -11 | -2 | -7 | -1 | -4
Tn7 DDE FP | -2 | 2 | 5 | 0 | 0 | -2 | -4 | -9
TDP2 absorb | -1 | 0 | 8 | 8 | 7 | -1 | 3 | 3
PLC-beta3 inh | -36 | 2 | i | -6 | -8 | 4 | 2 | -1
PLC-gamma1 inh | -22 | 1 | i | 1 | -14 | 0 | 2 | -1
ASAP1 GAP inh | 7 | -1 | -23 | -2 | -16 | -2 | -10 | -8
SIAE inh | -2 | 11 | 12 | 2 | 5 | 3 | 0 | 2
ADAM17 inh | 1 | -5 | -376 | -3 | -4 | 2 | 1 | -4
ADAM10 inh | -12 | -11 | i | -5 | -1 | -9 | 2 | -15
Tn6 DDE FP | -8 | 8 | 6 | 2 | 1 | -4 | 1 | -1

17: CCN(CC)CCn1c(=S)[nH]c2cc(C(=O)NCCc3ccc(OC)c(OC)c3)ccc2c1=O
18: COC(=O)c1cc(NC(=O)Cn2c(=O)cnc3ccccc32)cc(C(=O)OC)c1
19: Cc1cc(/C=C2\C(=N)N3N=C(c4ccco4)SC3=NC2=O)c(C)n1Cc1ccccc1
20: COc1ccc2c([N+](=O)[O-])c(N3CCCC3)[nH]c2c1
21: Cc1ccc(C(=O)N2CC(=O)Nc3ccc(F)cc3C2c2ccc(F)cc2)cc1 (stereo not drawn)
22: CCCCNC(=O)CS(=O)Cc1nc(-c2ccc(C)cc2)oc1C (stereo not drawn)
23: CCCCOCCCNC(=O)c1ccc(OCC)cc1
24: O=C(Nc1cc(S(=O)(=O)N2CCCCC2)ccc1Cl)c1ccc(F)cc1

compound no. | 17 | 18 | 19 | 20 | 21 | 22 | 23 | 24
ARFGAP1 inh | 9 | 5 | -4 | -14 | -1 | 0 | 10 | 0
Tn7 DDE FP | -1 | 3 | 8 | -3 | 5 | -2 | -5 | 0
TDP2 absorb | 5 | -11 | -9 | 4 | 19 | 0 | 3 | 6
PLC-beta3 inh | -7 | 0 | -55 | -35 | 2 | -2 | 2 | -9
PLC-gamma1 inh | -5 | 3 | -38 | -25 | 0 | 0 | 10* | -3
ASAP1 GAP inh | 8 | -10 | 0 | -9 | -3 | -2 | 9 | -6
SIAE inh | 0 | 2 | -22 | 14 | 1 | 3 | 5 | 1
ADAM17 inh | -9 | -3 | -2 | -11 | 0 | -3 | 1 | 0
ADAM10 inh | -33 | -2 | 1 | -27 | 0 | -1 | 5 | 0
Tn6 DDE FP | -7 | 0 | 7 | -5 | 4 | -1 | 1 | -6

(further entries)
#	compound	ARFGAP1 inh	Tn7 DDE FP	TDP2 absorb	PLC-beta3 inh	PLC-gamma1 inh	ASAP1 GAP inh	SIAE inh	ADAM17 inh	ADAM10 inh	Tn6 DDE FP
25	CCOc1ncccc1C(=O)Nc1cc(S(=O)(=O)N2CCOCC2)ccc1OCC(F)(F)F	-3	0	14	-2	2	4	2	-4	-4	9
26	COc1ccc(CCNCc2ccccc2N2CCCC2)cc1	-4	-3	19	-4	2	7	6	-2	0	-3
27	O=C1CSc2ccc(C(=O)NCC(c3ccco3)N3CCCCC3)cc2N1 (stereo not drawn)	-13	-1	4	1	0	3	-6	1	-8	0
28	O=C(Cn1cncn1)NCc1ccccc1Br	1	4	1	0	3	-3	-2	-4	-1	1
29	CCCn1nc(NC(=O)c2cccs2)c2cc3cccc(C)c3nc21	-2	-3	2	-45	-40	15	-1	-17	-33	-6
30	CCNS(=O)(=O)c1ccc2c3c(cccc13)C(=O)N2	-1	4	-3	i	i	-2	0	-441	i	1
31	O=C(NCc1ccccc1)c1cc(C2COCCN2C(=O)OCCF)on1 (stereo not drawn)	0	-5	13	-36	2	-3	-2	-1	-2	0
32	CC12CCC(=O)N1C(C(=O)NCCN1C(=O)S/C(=C\c3ccccc3F)C1=O)CS2 (stereo not drawn)	-7	-4	-7	-1	-4	9	0	-2	-4	0
33	C[C@@H]1CN[C@@H](CCO)/C1=C\c1ccccc1	-7	-5	7	2	2	3	4	0	-9	1
34	COc1cccc(-n2nnnc2SCC(=O)c2ccc(NC(C)=O)cc2)c1	6	8	0	-2	0	0	1	-4	3	0
35	COc1ccc(N2CCN(C(CNC(=O)C(=O)NC3CCCC3)c3ccco3)CC2)cc1 (stereo not drawn)	7	-5	-12	-4	7	-9	4	-1	-12	-7
36	CCCCn1c(SCC(=O)Nc2ccccc2C(F)(F)F)nc2ccsc2c1=O	14	-1	-5	1	0	8	-21	-5	-1	4
37	Cc1cc(NC(=O)c2cc([N+](=O)[O-])cc([N+](=O)[O-])c2)n(-c2ccccc2)n1	-5	2	10	0	0	-10	-2	0	-3	-5
38	CC1CCCC(NC(=O)C2CCC(CNc3c(N4CCCC4)c(=O)c3=O)CC2)C1C (stereo not drawn)	-2	3	-9	-9	-3	-2	5	-3	6	1
39	CC1C(=O)N(Cc2cn(CCC3OCCO3)nn2)CCS(=O)(=O)N1Cc1ccc(-c2ccncc2)cc1 (stereo not drawn)	-1	8	-1	2	-1	-10	-4	1	-11	10
40	CCOC(=O)Cn1c(C)c(C#N)c2ccccc21	-8	5	2	1	0	5	11	4	9	0
41	O=c1c(Cc2ccc(F)cc2)c(O)ccn1CCc1ccccn1	-1	-4	7	-4	1	-8	-1	-2	-1	-3
42	CNc1snc(C)c1C(=O)OCC(=O)N(C)c1ccccc1	-7	-2	-5	-10	0	-7	-2	-6	-2	-2
43	N#C/C(=C(/O)COC(=O)CCc1ccc(S(=O)(=O)N2CCOCC2)cc1)c1nc2ccccc2[nH]1	13	5	8	-62	-59	-4	12	-14	-27	-5
44	O=C(C1CCC(CNc2c(N3CCCC3)c(=O)c2=O)CC1)N1CCc2ccccc21 (stereo not drawn)	3	4	-12	-6	-3	-4	2	-1	4	5
45	O=C(Nc1cccc(Oc2ccccc2)c1)C1Cc2c(-c3ccccc3)ccnc2O1 (stereo not drawn)	8	10	3	-10	-1	5	-24	1	4	-3

Pulled one by one from the entries so far (3):
#	compound	ARFGAP1 inh	Tn7 DDE FP	TDP2 absorb	PLC-beta3 inh	PLC-gamma1 inh	ASAP1 GAP inh	SIAE inh	ADAM17 inh	ADAM10 inh	Tn6 DDE FP
30	CCNS(=O)(=O)c1ccc2c3c(cccc13)C(=O)N2	-1	4	-3	i	i	-2	0	-441	i	1
19	Cc1cc(/C=C2\C(=N)N3N=C(c4ccco4)SC3=NC2=O)c(C)n1Cc1ccccc1	-4	8	-9	-55	-38	0	-22	-2	1	7
6	CCc1nnc(NC(=O)CSc2nc(-c3ccccc3)cc(-c3ccc(OC)cc3)c2C#N)s1	-3	-6	0	-19	-18	-4	-3	-1	-1	-4

Screen by screen, as entered above:
Compounds 37 to 41 in Tn6 DDE FP, in turn: -5, 1, 10, 0, -3
Compounds 37 to 41 in TDP2 absorb, in turn: 10, -9, -1, 2, 7
Compounds 37 to 41 in PLC-beta3 inh, in turn: 0, -9, 2, 1, -4
